GRK2 inh: blocks RNA aptamer binding to human GRK2. P25098. bead flow cytometry, FAM-aptamer displacement from GRK2. inhibition of aptamer binding, % at 10 µM. 330,000 compounds, 0.59% hits. AID 488847;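 active means inhibition of aptamer binding above 40%, roughly 3 SD of noise, on plates passing a quality check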;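 further: median bead fluorescence of bound FAM aptamer so fluorescent compounds give negative values; no value below 0 was filed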
Efflux pump inh: antifungal efflux pump inhibition, Nile Red retention. S. cerevisiae Candida pump triplex. inhibition, % at 10 µM. 330,000 compounds, 0.44% hits;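 active means plate passing quality check with inhibition over a set limit, or well fluorescence over plate mean plus 4 SD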;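 further: Nile Red retained in pooled yeast measured as flow cytometry median fluorescence; 0% = buffer negative control and 100% = Enniatin B positive control; higher means more Nile Red kept so more efflux inhibition; some compounds called inactive have numbers as strong as hits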
PME-1 primary: PME-1 (human) inhibition. recombinant PME-1, FP-Rh probe fluorescence polarization. Q9Y570. inhibition, % at 5.9 µM. AID 2130. 320,000 compounds, 0.53% hits;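 active means inhibition above the campaign mean of all compounds plus 3 SD, cut at about 26% in these data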;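 further: competitive labeling of PME-1 active site by serine hydrolase directed probe; 0% = PME-1 with DMSO and 100% = wells lacking PME-1 enzyme; inhibitors block probe labeling so polarization falls and inhibition rises; many of its hits are not listed in these tables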
BCLXL inh: blocks human Bcl-xL binding to Bim BH3 peptide. Q07817. GST-Bcl-xL / FITC-Bim BH3 peptide fluorescence polarization. inhibition, % at 10.9 µM. 320,000 compounds, 0.7% hits. AID 2129;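 active means inhibition above the mean of all tested compounds plus 3 SD, cutoff set per campaign, cut at about 30% in these data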;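 further: 0% = DMSO wells and 100% = unlabeled Bim-BH3 peptide competitor; inhibitors lower millipolarization by displacing the labeled peptide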
MEX-5 binding: C. elegans MEX-5 TCR-2 RNA binding activity; MEX-5/FITC-TCR2 RNA binding, fluorescence polarization; stronger effect = lower value; activity score (negative = inhibition of binding), % at 10 µM; 300,000 compounds, 0.38% hits; AID 1832;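 active means inhibition past about -25% in most replicates, and total fluorescence under double the plate's negative control median, limit read from the data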;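 further: 0% = DMSO and -100% = 5 µM competing unlabeled TCR2 RNA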
GLD-1 RNA inh: GLD-1-TGE RNA interaction inhibition (C. elegans); Q17339; inhibition, % at 5.96 µM; 320,000 compounds, 0.44% hits; purified GLD-1 + fluorescein TGE RNA, fluorescence polarization;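 active means percent inhibition above a per-plate cutoff, the plate mean of test compounds plus 3 SD, cut at about 30% in these data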;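 further: 0% = DMSO wells with GLD-1 and probe and 100% = wells lacking GLD-1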
Target sequence (Q17339 whole entry, looked up): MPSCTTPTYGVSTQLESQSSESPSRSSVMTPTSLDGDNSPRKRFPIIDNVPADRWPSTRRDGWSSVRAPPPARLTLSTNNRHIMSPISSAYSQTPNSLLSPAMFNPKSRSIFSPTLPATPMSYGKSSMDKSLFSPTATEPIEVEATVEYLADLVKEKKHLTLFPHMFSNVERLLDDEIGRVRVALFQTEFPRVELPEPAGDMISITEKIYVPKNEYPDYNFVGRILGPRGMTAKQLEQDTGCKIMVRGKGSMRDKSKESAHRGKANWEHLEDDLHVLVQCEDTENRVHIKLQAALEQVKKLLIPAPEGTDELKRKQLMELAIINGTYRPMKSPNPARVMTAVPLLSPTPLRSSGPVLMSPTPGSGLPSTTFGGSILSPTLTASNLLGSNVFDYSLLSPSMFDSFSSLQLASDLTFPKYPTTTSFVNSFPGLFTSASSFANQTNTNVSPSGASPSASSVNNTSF
Fam108B inh: blocks mouse Fam108B hydrolase in RBBP9 counter-screen | recombinant Fam108B, FP-Rh probe fluorescence polarization | inhibition, % at 9.51 µM | 300,000 compounds, 0.33% hits;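 active means inhibition above the screen mean inhibition plus 3 SD, computed separately per campaign, cut at about 18% in these data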;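 further: inhibitors lower polarization as less probe binds the enzyme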
MCL1 BIM primary: MCL1-BIM-BH3 interaction inhibition (human) | Q07820 | GST-MCL1 / FITC-Bim-BH3 fluorescence polarization | inhibition, % at 10.9 µM | 320,000 compounds, 0.68% hits;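 active means inhibition above the mean inhibition of all tested compounds plus 3 SD, set per campaign, cut at about 40% in these data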;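 further: 0% = DMSO wells and 100% = unlabeled Bim-BH3 peptide control; higher means more loss of mP so more displacement of Bim peptide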
Target sequence (Q07820 whole entry, looked up): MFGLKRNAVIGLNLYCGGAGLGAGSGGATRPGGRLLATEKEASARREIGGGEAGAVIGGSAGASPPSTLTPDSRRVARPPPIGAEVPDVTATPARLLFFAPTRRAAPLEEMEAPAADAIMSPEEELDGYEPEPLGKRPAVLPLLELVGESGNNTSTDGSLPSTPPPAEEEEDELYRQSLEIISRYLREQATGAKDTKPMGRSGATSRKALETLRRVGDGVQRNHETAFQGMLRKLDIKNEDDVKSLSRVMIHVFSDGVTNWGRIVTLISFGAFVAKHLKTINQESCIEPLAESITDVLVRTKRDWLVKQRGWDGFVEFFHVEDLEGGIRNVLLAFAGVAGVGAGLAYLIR
VLA-4 inh: inhibition in a human VLA-4 binding assay; VLA-4 expressing cells, ligand binding flow cytometry; AID 2557; inhibition, % (about 7 µM as worked out from the volumes in the protocol); P13612; 330,000 compounds, 0.2% hits; in the data active means inhibition above about 50%
An asterisk follows results filed as active; · = not tested or not shown. Only part of the results is shown; count on the stated rates, not on these rows.

Results follow in this order: MEX-5 binding, VLA-4 inh, GRK2 inh, PME-1 primary, BCLXL inh, Efflux pump inh, MCL1 BIM primary, Fam108B inh, GLD-1 RNA inh
1	Cc1ccc(NC(=O)CCc2c(C)[nH]c(=O)c(C#N)c2C)cc1
  -0.1, 4, 3, -9, 4, -0.1, 4, 1, 4
2	Cc1ccc2c(c1)[C@@H]1CN(C)CC[C@@H]1N2S(=O)(=O)c1ccc([N+](=O)[O-])cc1
  2.4, -10, 0, 0, 1, -0.3, 5, -1, -3
3	CCc1ccccc1NC(=O)c1ccc(S(=O)(=O)NCC2CCCO2)cc1 (stereo not given)
  -3.1, 2, 1, 0, 4, -0.1, 0, 0, 2
4	COc1ccc2ccccc2c1CN(C)Cc1ccccc1
  1.9, 5, 0, -1, 3, -0.3, 5, -6, 3
5	CCOC(=O)C1CCN(CC(O)COc2ccc(C(C)(C)CC)cc2)CC1 (stereo not given)
  3.0, 6, 0, -10, -1, 0.2, -7, -1, 3
6	COc1ccc(NC(=O)COC(=O)CCc2nc3ccccc3c(=O)[nH]2)cc1Cl
  ·, -5, 1, ·, ·, -0.3, ·, ·, 6
7	O=C(COc1ccc(Cl)cc1Cl)NN=C1CCCCC1
  -2.6, 5, 2, 2, -4, -0.1, 4, -2, 3
8	O=C(/C=C/c1ccccc1)NC(NC(=S)Nc1ccc(C(=O)O)cc1)C(Cl)(Cl)Cl (stereo not given)
  -4.3, -18, 3, -6, 16, 0.1, 10, -6, -3
9	O=C(NNc1nc2cc3c(cc2s1)OCCO3)c1ccccc1
  -1.1, 16, 2, 7, -14, -0.1, -15, 4, -2
10	O=C(c1cccc(F)c1)N1C2C=CC(C2)C1(C(F)(F)F)C(F)(F)F (stereo not given)
  -1.1, 7, 7, 0, 2, 0.1, -1, 4, 4
11	Cc1ccc(S(=O)(=O)N2CCN(C(C)C(=O)NCC(C)c3ccccc3)CC2)cc1 (stereo not given)
  ·, -5, 0, ·, ·, 0.1, ·, ·, 1
12	O=C(NCc1ccccn1)C(=O)NN=C1CCCCCCC1
  10, 4, 1, 0, 0, 0.1, 4, 5, -7
13	Cc1ccc2c(c1)N(Cc1ccc([N+](=O)[O-])cc1)C=NS2(=O)=O
  -2.7, 11, 1, -3, 2, 0.0, -5, 2, -6
14	CN1C(=O)[C@@H]2[C@@H]3C[C@@H]([C@H]4ON=C(c5ccc(Cl)cc5Cl)[C@@H]34)[C@@H]2C1=O
  -2.1, 9, 1, 2, 5, -0.1, 4, 0, 0
15	COc1cc2[nH]c(=O)n(CCC(=O)NCCCN3CCN(c4ccccc4F)CC3)c(=O)c2cc1OC
  -1.5, -3, 0, -2, 4, -0.3, 9, -4, 1
16	Cc1ccc(C(=O)N/N=C/c2ccc(-c3ccccc3[N+](=O)[O-])o2)cn1
  -8.7, 2, 0, 3, 12, -0.1, 7, 4, 7
17	CCC(=O)Nc1nc2ccccc2n1Cc1ccc(C)cc1
  0.0, -3, 1, 1, 5, -0.1, 10, 7, 2
18	CC1=C(C)CC2C(=O)N(Cc3ccccc3)C(=O)C2C1 (stereo not given)
  -1.2, 7, 0, 1, 7, 0.1, 10, 2, -3
19	CCC(C(=O)NC(C)(C)C)N(Cc1ccc(F)cc1)C(=O)c1snc(C(N)=O)c1N (stereo not given)
  3.9, 9, 0, 4, -1, -0.1, -6, -4, 4
20	CCOc1ccc(C(=O)Nc2nncs2)cc1OCC
  1.9, -9, 4, 5, 5, 0.1, 7, 2, 0
21	COc1ccc(Cc2nnc(NCCO)[nH]c2=O)cc1
  -1.1, 3, 3, -6, 7, -0.1, 6, 4, 7
22	CC1CCCCN1CCNC(=O)C1CCN(S(=O)(=O)c2cccc3cccnc23)CC1 (stereo not given)
  -2.1, 15, 0, 7, 23, 0.1, 23, -2, -22
23	COc1cccc(CNC(=O)C2CSC3(C)CCC(=O)N23)c1 (stereo not given)
  2.8, -58, 0, -2, 3, -0.1, -10, 0, -12
24	COC(=O)c1ccc(Oc2ccc(S(=O)(=O)N3CCCCC3)cc2N)cc1
  3.6, 5, 2, 3, 4, 0.1, 7, -1, -6
25	Cc1nn(-c2ccccc2)c2c1C(O)CC(C)(C)C2 (stereo not given)
  -0.1, 17, 3, 0, 1, 0.4, -5, 4, 2
26	CCc1cc2c(=O)c(-c3nc4ccccc4n3C)c(C)oc2c(CN(CC)CC)c1O
  0.7, 20, 1, -1, -2, 0.2, -3, -5, 7
27	CC(=O)c1cccc(S(=O)(=O)N2CCCC(c3nc4c(nnn4Cc4cccc(Cl)c4)c(=O)[nH]3)C2)c1 (stereo not given)
  -0.1, 0, 0, 15, 3, 0.5, 3, -11, 7
28	CC(C(=O)NC1CCCCCC1)c1ccc([N+](=O)[O-])cc1 (stereo not given)
  3.1, 7, 0, 4, 6, 0.3, 13, 2, 4
29	Cn1c(CNc2ccc(F)cc2)nnc1SCC(=O)NNC(=O)Cc1ccccc1
  -1.8, 10, 2, 4, -6, 0.1, -10, 1, 5
30	O=c1cnnc(N/N=C/c2c[nH]c3ccccc23)[nH]1
  -0.4, 20, 0, 0, -4, 0.2, -4, 2, 6
31	CN(CC(=O)Nc1ccc(OC(F)(F)F)cc1)C(=O)/C=C/c1ccco1
  ·, 14, 3, ·, ·, -0.1, ·, ·, 4
32	Cc1nonc1NC(=O)OC1CCCCC1
  -1.8, 10, 0, 5, 1, 0.4, -5, -2, 3
33	O=C(CC1OC(=O)c2ccccc21)c1ccco1 (stereo not given)
  -2.0, 25, 0, 3, 0, 0.0, 2, -3, -4
34	O=C(Nc1nnc(C2CCCCC2)s1)c1ccco1
  -2.4, -5, 0, -2, -6, 0.2, -7, 0, 3
35	OCCNc1cnc2ccccc2n1
  1.3, -1, 4, -1, 0, 0.1, 2, -2, -4
36	O=C(COC(=O)c1ccc(F)c(S(=O)(=O)N2CCOCC2)c1)NC1CCCCC1
  ·, 7, 0, 4, 1, 0.3, 2, ·, 8
37	COc1ccc(CC(=O)N/N=C\c2cc(Br)c(O)c(Br)c2)cc1
  0.1, 8, 8, ·, ·, 0.2, ·, ·, ·
38	Cc1[nH]c(=O)nc(SCc2cccc(Cl)c2)c1C#N
  -12, 11, 1, 0, -1, 0.0, -6, -6, -9
39	O=C(c1ccco1)N1CCN(C(=O)c2ccc(-c3ccc([N+](=O)[O-])cc3)o2)CC1
  ·, 5, 0, ·, ·, 0.1, ·, ·, 5
40	COc1cc2nc(C3CCC3)n(NC(=O)COc3ccccc3)c(=O)c2cc1OC
  -0.2, -2, 1, -3, -2, 0.0, -6, -4, 1
41	Cc1ccc(Nc2cc(=O)n(C3CCCCC3)c(=O)[nH]2)cc1C
  -1.3, 8, 0, 0, 3, 0.0, 0, -2, -1
42	O=C1C2CCCCC2C(=O)N1c1nccs1 (stereo not given)
  4.1, -11, 0, ·, ·, 0.1, ·, ·, ·
43	CCNC(=S)N/N=C/c1cccs1
  -1.2, -6, 2, 5, 0, 0.0, 2, 7, 3
44	COc1ccc(OC)c(C2=NOC(C(=O)Nc3c(C)n(C)n(-c4ccccc4)c3=O)C2)c1 (stereo not given)
  1.0, -1, 0, -4, -3, -0.2, -4, 1, 1
45	COc1ccc(-c2coc3cc(O)ccc3c2=O)cc1
  0.7, 45, 3, -3, 2, 0.1, -7, 0, 9
46	COc1ccc(-n2c(CNC(=O)c3cc(OC)c(OC)c(OC)c3)n[nH]c2=S)cc1
  -1.6, 7, 2, 1, 0, 0.0, -8, -1, -1
47	O=c1oc2cc(O)ccc2c2c1CCCC2
  -0.1, 6, 0, 4, 0, 0.0, -1, 5, 2
48	COC(=O)C(C)Oc1cc(C)ccc1COc1ccc(-n2nc(C)n(C(F)F)c2=O)cc1 (stereo not given)
  2.7, 3, 1, -7, 4, 0.4, -4, 3, -6
49	COc1ccc(C2CC3(CC(C)(C)NC(=S)N3)Oc3cc(O)cc(C)c32)cc1OC (stereo not given)
  -2.7, 2, 0, 1, -5, 0.0, -2, -1, 1
50	O=C(NCCc1c[nH]c2ccccc12)C(=O)NCC1OCCN1S(=O)(=O)c1ccccc1 (stereo not given)
  -0.8, 2, 3, -8, 2, -0.2, -5, 4, -5

Other entries.
Results follow in this order: MEX-5 binding, VLA-4 inh, GRK2 inh, PME-1 primary, BCLXL inh, Efflux pump inh, MCL1 BIM primary, Fam108B inh, GLD-1 RNA inh
51	O=C(Nc1ccn(Cc2ccccc2)n1)c1n[nH]c([N+](=O)[O-])c1Cl
  -8.7, -6, 1, 3, 2, 0.3, -9, 2, 8
52	CCCCSc1nc2c(cnn2-c2ccc(C)c(C)c2)c(=O)[nH]1
  1.4, -1, 4, 1, 3, -0.7, -2, -7, 0
53	CN(C)C(=O)N1CCC(C(=O)NC2CCCCCCC2)CC1
  3.8, 11, 2, 2, 2, 0.0, 6, -3, 2
54	COc1ccc(C2C(C(C)=O)=C(O)C(=O)N2CCCn2ccnc2)cc1OC (stereo not given)
  -2.2, 7, 6, -3, 3, -0.1, 0, 0, 5
55	O=C(CCNC(=O)C1CCN(S(=O)(=O)c2ccc(F)cc2)CC1)NCc1ccccc1
  3.2, 19, 0, 20, 6, 0.1, 6, -3, 5
56	O=C(c1ccc2nc(Cc3ccccc3F)oc2c1)N1CC[C@H](O)C1
  0.4, 19, 0, 2, 5, 0.2, -1, -3, 3
57	O=C(O)CSc1nnc(CNc2ccc(Cl)cc2)n1Cc1ccccc1
  -0.6, 16, 0, 1, 4, 0.0, 5, -3, 1
58	CC(=O)Nc1ccc(/C(C)=N/NC(=O)c2ccccc2Cl)cc1
  2.5, 12, 0, -1, -1, -0.1, 2, 2, 4
59	CC1(C)CC(NC(=S)NCc2ccc3c(c2)OCO3)CC(C)(C)N1
  -0.3, 5, 0, -1, 10, -0.1, 2, 4, 3
60	CC(=O)c1cc2c(cc1NC(=O)CCn1cnnn1)OCO2
  2.2, 1, 0, -3, -1, 0.2, 2, 2, -6
61	COc1ccc(NC(=O)CNC(=O)Cn2ccc3ccccc3c2=O)c(OC)c1
  -1.9, -6, 3, -6, 7, 0.1, 6, -2, -5
62	O=C1NC(=O)N(c2ccccc2)C1=O
  -1.4, 38, 0, 4, 1, 0.0, 5, 2, 11
63	O=C(CCC1CCCC1)NCc1cccs1
  0.5, 14, 0, 3, 4, 0.1, -2, -2, -9
64	Cc1cc(N2CCN(C(=O)c3ccco3)CC2)n2ncnc2n1
  -1.4, 0, 1, 4, 6, 0.0, 1, 3, 7
65	Cc1ccccc1OCC(=O)Nc1ccc(S(=O)(=O)Nc2ccccn2)cc1
  -6.7, -13, 4, -2, 2, 0.1, -4, -7, -4

High-throughput results (PubChem BioAssay)
